Compound activity from PubChem.
IL-2 act – activates IL-2 in a cell-based reporter assay. AID 652025. 0.065% of 360,000 active. IL-2 activation reporter assay, cell-based qHTS; stimulated with anti-CD3/CD4/CD28 beads; in transgenic mouse T cells. activation, % (series mostly up to about 46 µM); in the data active means activation above about 50%; inconclusive means mostly about 30% to 49%; further: 0% is about no effect
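Unstimulated transgenic mouse T cells; 60-min compound exposure; bead-based TCR/CD4/CD28 stimulation; 18 h culture, 37 degrees C; dual fluorescence (EGFP, DsRed) plate cytometry.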
EPAC1 agonist – EPAC1 (human) agonism. 0.073% of 360,000 active. Potency, µM (highest dose often 154 µM), inactives show top-dose activation, hits mostly activators. EPAC1 agonist qHTS, biochemical assay; response scale: 100% = response to 6.5 mM cAMP. AID 720707. O95398; further: potency means the concentration at half of the fitted maximal effect; nearly all actives have a fitted effect of over 60% in size
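Nucleotide exchange assay: 100 nM EPAC1 with 250 nM Rap1B loaded with BODIPY-GDP and 50 uM GDP, room temperature. Fluorescence (480/540 nm) read every 5 min for 30 min; signal change normalized to 6.5 mM cAMP as full agonist.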
PTHR1 agonist – PTHR1 (human) receptor agonism | Q03431 | HEK293 GP2 PTHR1 cells, GloSensor cAMP luminescence, 1 h | Potency, µM (highest dose often 115 µM), without a hit: at the highest dose activation, most hits filed as activators | 0.075% of 410,000 active | AID 743266; further: potency means the concentration at half of the fitted maximal effect; nearly all actives have a fitted effect of over 55% in size; some results filed as inactive show a strong effect at the top dose; inactives centre near -15; many of its hits are not listed in these tables
Target sequence (Q03431 whole entry, looked up): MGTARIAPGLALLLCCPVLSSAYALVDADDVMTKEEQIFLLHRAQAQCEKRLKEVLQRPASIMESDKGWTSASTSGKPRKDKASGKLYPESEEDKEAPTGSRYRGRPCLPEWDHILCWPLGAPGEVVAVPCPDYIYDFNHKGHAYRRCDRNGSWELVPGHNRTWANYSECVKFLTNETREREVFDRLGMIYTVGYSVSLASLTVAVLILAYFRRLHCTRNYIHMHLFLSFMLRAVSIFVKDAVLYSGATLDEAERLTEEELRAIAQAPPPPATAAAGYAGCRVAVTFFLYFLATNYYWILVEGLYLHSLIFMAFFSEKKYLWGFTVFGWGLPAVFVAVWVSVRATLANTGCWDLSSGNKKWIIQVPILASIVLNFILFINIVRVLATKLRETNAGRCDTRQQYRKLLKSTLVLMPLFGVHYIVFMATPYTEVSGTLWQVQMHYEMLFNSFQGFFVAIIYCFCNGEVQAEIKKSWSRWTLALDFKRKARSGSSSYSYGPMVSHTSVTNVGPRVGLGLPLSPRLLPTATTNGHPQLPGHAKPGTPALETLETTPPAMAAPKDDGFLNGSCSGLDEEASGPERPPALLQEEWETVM
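HEK-293-derived GP2 cells expressing PTHR1 and a GloSensor cAMP reporter, 3,000/well, plated overnight, given luciferin plus IBMX (each 0.5 mM as added) for 1 h at 37 °C, then compound for 1 h at 37 °C. Luminescence was read after 15 min at room temperature.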
PI5P4Ka inh – blocks human PI5P4K alpha kinase activity; PI5P4Kalpha enzyme, ADP-Glo luminescence, 60 min; hits give low values; max response, %; 1.2% of 330,000 active; AID 652105; active means max response of -50% or lower; inconclusive means between -30% and -50%; inactive means -30% or higher; further: value at the top dose of about 77 µM; on the % scale 0 is the no-effect control and ±100 the full control effect
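Human PI5P4Kalpha with substrate in 0.038 M HEPES pH 7.4, 0.28 mM EGTA, 0.1% CHAPS, 5% DMSO; reaction started with 5 microM ATP (final), 60 min at room temperature. ADP formed read by ADP-Glo luminescence.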
HEK293 tox – cytotoxicity in counter-screen for GLP-1R inverse agonists; 0.13% of 410,000 active; HEK293 cAMP-luciferase reporter cells, luminescence, 24 h; AID 624418; Potency, µM (top dose mostly 38.3 µM), for inactives: top-dose activity change, negative = inhibition, actives largely listed as inhibitors;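 further: loss of luciferase light is scored as toxicity; potency means the concentration at half of the fitted maximal effect; on the % scale 0 is the no-effect control and ±100 the full control effect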
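Quantitative HTS format, 1536 wells, 200 cells/uL seeded. Compounds: 23 nL, 24 h, 37 °C. Detection: luciferase reagent, luminescence at 12 min RT; decreased signal taken as cytotoxic.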
GLP-1R agonist – GLP-1 receptor (human) agonism. 0.007% of 380,000 active. Potency, µM (doses to about 45.6 µM), for inactives: at the top dose activation, actives largely listed as activators. HEK293 GLP-1R CRE-luciferase, luminescence, 4-6 h; cells express a hypersensitive GLP-1R form. P43220; further: potency means the concentration at half of the fitted maximal effect; % of control where 0% means no effect
Target sequence (P43220 whole entry, looked up): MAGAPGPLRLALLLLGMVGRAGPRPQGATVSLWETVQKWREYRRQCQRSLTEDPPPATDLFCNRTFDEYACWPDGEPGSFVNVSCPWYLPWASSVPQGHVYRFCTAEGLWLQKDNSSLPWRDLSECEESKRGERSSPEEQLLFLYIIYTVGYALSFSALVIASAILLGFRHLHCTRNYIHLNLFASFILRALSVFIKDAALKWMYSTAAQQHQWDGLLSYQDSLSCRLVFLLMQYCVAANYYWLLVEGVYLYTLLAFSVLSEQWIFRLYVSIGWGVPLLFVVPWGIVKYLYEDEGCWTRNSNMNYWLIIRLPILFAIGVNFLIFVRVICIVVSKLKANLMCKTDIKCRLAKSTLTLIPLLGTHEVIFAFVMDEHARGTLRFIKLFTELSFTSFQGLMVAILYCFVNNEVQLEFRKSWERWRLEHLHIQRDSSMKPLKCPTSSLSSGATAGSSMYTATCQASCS
PLK1 PBD inh – inhibitors of human PLK1 polo-box domain binding | Plk1 PBD binding of FITC phosphopeptide, fluorescence polarization | P53350 | AID 720504 | 2.8% of 360,000 active | Potency, µM, without a hit: max response, negative = inhibition, actives largely listed as inhibitors; further: potency means the concentration at half of the fitted maximal effect; series mostly up to about 57 µM; on the % scale 0 is the no-effect control and ±100 the full control effect; nearly all actives have a fitted effect of over 65% in size
EPAC1 antag – EPAC1 (human) antagonism | EPAC1 GEF assay, Rap1b-BODIPY-GDP exchange fluorescence | Potency, µM (top dose mostly 115 µM), for inactives: top-dose activity change, negative = inhibition, hits mostly inhibitors | 0.14% of 360,000 active;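 further: potency means the concentration at half of the fitted maximal effect; plate controls were vehicle for no effect and positive control for full effect; nearly all actives have a fitted effect of over 50% in size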
GLP-1R inv ag – inverse agonists of human GLP-1 receptor | HEK293 GLP-1R CRE-luciferase, luminescence, 24 h; GLP-1R form is constitutively active | Potency, µM (series often up to 38.3 µM), without a hit: at the highest dose activity change, negative = inhibition, usual class: inhibitors | 1.6% of 410,000 active | AID 624417; further: potency means the concentration at half of the fitted maximal effect; on the % scale 0 is the no-effect control and ±100 the full control effect; nearly all actives have a fitted effect of over 55% in size
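Using stably transfected HEK293 (constitutively active GLP-1R, cAMP-luciferase reporter), compounds were incubated 24 hr and luciferase measured by luminescence.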
* = called active by the depositor; i = inactive; ? = inconclusive; / = no result given; & = joins results of further samples; [ ] = remark or other dose. Unless noted, the call rests on the fitted dose curve; in most records, active means well fitted curve in the direction sought with a large enough effect; inconclusive means small, poorly fitted or top-dose-only effect, or another doubt; inactive means no such curve, though single readings can be large; an effect the other way counts as inactive or inconclusive.

no.	Compound	IL-2 act	EPAC1 agonist	PTHR1 agonist	PI5P4Ka inh	HEK293 tox	GLP-1R agonist	PLK1 PBD inh	EPAC1 antag	GLP-1R inv ag
1	O=C(/C=C/c1ccccc1)N1CCN(S(=O)(=O)c2ccc(F)cc2)CC1	-1.7	-5%	-7%	1	-3%	8%	-6%	-29%	-12%
2	O=c1cc2c(nn1Cc1ccc(Cl)cc1)-c1ccccc1CC2	-1.6	14%	-7%[57.5 µM]	14	77%[activator]	34%	-3%	-18%	?
3	CN(C)c1ccc(C(=S)N2CCCCC2)cc1	-0.9	16%	-1%	-1	-2%	15%	-12%	3%	-23%
4	COCCNC(=O)C(c1ccc(C)o1)N(Cc1ccco1)C(=O)c1snc(C(N)=O)c1N (configuration not stated)	0.4	12%	-15%[57.5 µM]	2	-14%	-9%	-5%	-29%	-1%
5	CCCCNCCS(=O)(=O)NCc1ccccc1	-0.3	-20%	-17%	-4	-9%	2%	1%	-28%	12%
6	CCNc1nc(NCC)nc(OCCOC(=O)c2ccccc2)n1	-1.7	6%	-4%[57.5 µM]	/	-1%	8%	-8%	-3%	10%
7	CCn1c(SCC(=O)Nc2ccccc2C(=O)OC)nnc1-c1cccc(C)c1	-2.2	9%	?	/	-25%	-1%	-8%	9%	-12%
8	CC(=O)C1C(=O)CC(c2ccc(Cl)cc2)CC1=O (configuration not stated)	0.2	-1%	i	2	-18%	3%	2%	2%	-28%
9	COc1ccc(-n2nc(C(N)=O)c(O)cc2=O)cc1	0.5	3%	i	-12	-11%	-1%	-2%	-4%	9%
10	Fc1ccc(-n2nnc(-c3cccnc3Cl)n2)cc1	-0.2	-5%	-77%[inhibitor]	0	-23%	1%	-2%	28%	-2%
11	CC(C)n1cc(C#N)c(N)n1	-2.0	5%	-6%	11	0%	-1%	5%	-4%	6%
12	O=C(Nc1ccccc1C(=O)N/N=C/c1ccco1)c1ccc(F)cc1	-1.3	-2%	-1%	-5	-18%	7%	-9%	8%	19%
13	CSc1ccc(Cn2nnc(C(=O)Nc3ccc(C)cc3Cl)c2N)cc1	/	/	4%	/	-12%	0%	/	/	-11%
14	O=C(OCC(=O)N1CCN(c2ccc(F)cc2)CC1)c1cnc2ccccc2n1	-0.4	1%	i	-2	-26%	-3%	2%	?	-13%
15	Cc1nc2sc(C(=O)Nc3ccccc3)c(N)c2c(C)c1[N+](=O)[O-]	-1.1	-4%	-27%	-18	-5%	12%	27µM*	-9%	18%
16	COc1ccc(C(=O)NC(Oc2ccccc2)C(Cl)(Cl)Cl)cc1 (configuration not stated)	-1.2	-1%	7%[57.5 µM]	/	4%	-1%	?	-1%	0%
17	CCOP(=O)(c1ccc(N(C)C)cc1)C(O)c1c(Cl)cccc1Cl (configuration not stated)	-1.9	5%	-1%	1	-12%	0%	-11%	3%	6%
18	CN(Cc1ccccc1)C(=O)c1ccccc1NC(=O)c1ccccc1	0.7	0%	-17%[57.5 µM]	/	3%	2%	-9%	-6%	0%
19	COc1ccc(S(=O)(=O)N2CCN(CC(=O)c3c(N)n(C)c(=O)n(C)c3=O)CC2)cc1OC	-3.9	-1%	i	-14	26%	11%	0%	5%	44%[activator]
20	Cn1c(=O)n(C)c2cc(C(N)=O)ccc21	-0.5	3%	i	/	-9%	-5%	-5%	-8%	4%

Later entries
no.	Compound	IL-2 act	EPAC1 agonist	PTHR1 agonist	PI5P4Ka inh	HEK293 tox	GLP-1R agonist	PLK1 PBD inh	EPAC1 antag	GLP-1R inv ag
21	Cc1ccc(Cl)cc1NC(=O)c1sc2nc(-c3ccccc3)cn2c1C	/	/	-25%	/	-10%	1%	/	/	-4%
22	CCOc1cc(NC(=O)c2cccs2)c(OCC)cc1NC(=O)CCC(=O)NCc1ccccn1	-2.8	-8%	-8%	0	-9%	0%	5%	7%	3%
23	CCC(C)(C)NC(=O)CN(C(=O)c1csnn1)c1ccccc1-c1ccccc1	1.1	2%	-23%	-29	9%	7%	?	-4%	-5%
24	O=[N+]([O-])c1cccc(S(=O)(=O)NCc2ccccn2)c1	0.7	-3%	22%	2	-10%	3%	-15%	-4%	3%
25	Cc1c(NC(=O)CN2C(=O)C(=O)N(Cc3ccccc3)C2=O)c(=O)n(-c2ccccc2)n1C	3.1	0%	i	1	-4%	-1%	-4%	1%	-9%
26	CC(C)OCCCNC(=O)C(C)Oc1ccccc1 (configuration not stated)	0.7	-6%	-25%[57.5 µM]	/	3%	-5%	-1%	-8%	-2%
27	Cc1cccc(C(=O)Nc2c(-c3ccc(F)cc3)nc3ccccn23)c1	/	/	-10%	/	2%	-3%	/	/	-29%
28	COc1cc(CNn2nnnc2N)ccc1OCC(=O)NC(C)(C)C	1.2	14%	-30%	/	-18%	-7%	-2%	-15%	-15%
29	CCOCCCn1c(=S)[nH]c2cc(C(=O)N3CCN(C)CC3)ccc2c1=O	-1.5	7%	i	0	6%	-9%	-12%	-4%	1%
30	Cn1nc(-c2ccccc2)c(C(=O)Nc2ccc(Cl)cc2)c1Cl	1.1	-2%	i	1	-14%	-8%	-6%	4%	-23%
31	COc1ccc(OCCOC(=O)c2[nH]c(C)c(C(C)=O)c2C)cc1	-0.6	-5%	-28%	0	-3%	22%	-9%	-13%	8%
32	O=C(C=Cc1ccc2c(c1)OCO2)c1ccccc1	-1.0	6%	-30%	0	-17%	4%	-5%	-16%	-27%
33	Cc1ccc2nc(-c3ccccn3)[nH]c2c1	-0.7	3%	-28%	-7	-29%	-5%	5%	-23%	?
34	O=C1NCC(O)=C1C=NC12CC3CC(CC(C3)C1)C2	-1.0&-2.6	2%&8%	-24%[57.5 µM]	/	1%&7%	1%&-1%	-2%&-1%	4%&-3%	-1%&3%
35	Cc1ccc(CN2CCCC(CO)(Cc3ccccc3C)C2)s1 (configuration not stated)	-1.6	2%	-7%	5	?	8%	-1%	10%	8.9µM*
36	O=C(CS(=O)(=O)Cc1ccccc1)NCc1ccc2c(c1)OCO2	2.5	2%	i	-3	-7%	-5%	-13%	2%	-24%
37	Nc1cc(C(F)(F)F)ccc1-n1cccc1	-3.0	-13%	i	-11	6%	6%	-2%	0%	-3%
38	Cc1nc(-c2cccc(NC(=O)C(C)Oc3ccccc3)c2)cs1 (configuration not stated)	-0.8	12%	-30%	4	-3%	2%	2%	-6%	?
39	CC1(C(=O)NS(=O)(=O)c2ccc(Cl)s2)CCN1C(=O)C1(c2ccccc2)CCCC1 (configuration not stated)	-0.1	-18%	-51%[inhibitor]	-8	-8%	-5%	-11%	?	?
40	CC(C)(C)c1ccc(S(=O)(=O)NC(=O)C2(C)CCN2C(=O)Cc2ccccc2Cl)cc1 (configuration not stated)	-0.2	-15%	i	3	0%	0%	-14%	-13%	9%

(more compounds)
no.	Compound	IL-2 act	EPAC1 agonist	PTHR1 agonist	PI5P4Ka inh	HEK293 tox	GLP-1R agonist	PLK1 PBD inh	EPAC1 antag	GLP-1R inv ag
41	Cc1ccc(S(=O)(=O)N2CCN(C(=O)c3ccc(-n4cncn4)c([N+](=O)[O-])c3)CC2)cc1C	-0.1	8%	-13%	-7	5%	1%	-9%	-2%	-10%
42	CCN(CC)CCNC(=O)c1ccc(NC(=O)c2cc(S(=O)(=O)N3CCCCC3)ccc2N2CCOCC2)cc1	-0.3	-9%	i	5	-11%	0%	-2%	9%	-12%
43	Fc1ccc(CSc2nncn2NC/C=C/c2ccccc2)cc1	0.3	9%	-39%[inhibitor][57.5 µM]	15	6%	-5%	-4%	-12%	?
44	CC1CCCN(CCCNC(=O)C2CC(=O)N(c3ccc(F)c(Cl)c3)C2)C1 (configuration not stated)	-1.4	3%	i	/	2%	5%	-8%	7%	0%
45	COc1ccccc1N(CC(=O)N1CCN(c2ccc(F)cc2)CC1)S(=O)(=O)c1ccc(C)cc1	-3.4	5%	i	-3	3%	-2%	-2%	-11%	16%
46	O=C(NCc1cccnc1)Nc1cccc(Cl)c1Cl	-1.3	-3%	?	0	0%	4%	-16%	-23%	18%
47	O=C1CN(C(=O)COc2ccc(Br)cc2Br)c2ccccc2N1	3.5	4%	i	2	-1%	12%	6%	-9%	-12%
48	O=C(c1ccc2nc(Cc3cccc(Cl)c3)oc2c1)N1CCC(CO)CC1	-2.6	-3%	i	-5	-3%	1%	-15%	5%	23%

An excerpt of these results, with each value named:
[44] CC1CCCN(CCCNC(=O)C2CC(=O)N(c3ccc(F)c(Cl)c3)C2)C1 (configuration not stated)
  IL-2 act: -1.4
  EPAC1 agonist: 3%
  PTHR1 agonist: i
  PI5P4Ka inh: /
  HEK293 tox: 2%
  GLP-1R agonist: 5%
  PLK1 PBD inh: -8%
  EPAC1 antag: 7%
  GLP-1R inv ag: 0%

[45] COc1ccccc1N(CC(=O)N1CCN(c2ccc(F)cc2)CC1)S(=O)(=O)c1ccc(C)cc1
  IL-2 act: -3.4
  EPAC1 agonist: 5%
  PTHR1 agonist: i
  PI5P4Ka inh: -3
  HEK293 tox: 3%
  GLP-1R agonist: -2%
  PLK1 PBD inh: -2%
  EPAC1 antag: -11%
  GLP-1R inv ag: 16%

[46] O=C(NCc1cccnc1)Nc1cccc(Cl)c1Cl
  IL-2 act: -1.3
  EPAC1 agonist: -3%
  PTHR1 agonist: ?
  PI5P4Ka inh: 0
  HEK293 tox: 0%
  GLP-1R agonist: 4%
  PLK1 PBD inh: -16%
  EPAC1 antag: -23%
  GLP-1R inv ag: 18%

[47] O=C1CN(C(=O)COc2ccc(Br)cc2Br)c2ccccc2N1
  IL-2 act: 3.5
  EPAC1 agonist: 4%
  PTHR1 agonist: i
  PI5P4Ka inh: 2
  HEK293 tox: -1%
  GLP-1R agonist: 12%
  PLK1 PBD inh: 6%
  EPAC1 antag: -9%
  GLP-1R inv ag: -12%

An excerpt; rates above refer to the full screens.
